Bioassay records: PubChem, Sanford-Burnham Center for Chemical Genomics
Apaf-1 inh – inhibitors of human Apaf-1 apoptosome, primary screen, biochemical, DEVD-Rh110 fluorescence, uHTS; reconstituted apoptosome caspase-3 activity; inhibition, % at 20 µM; hit rate 0.71% among 330,000; AID 489030, 2010; active = inhibition of at least 40% at 20 µM;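 also: plate controls were DMSO wells for no effect and DEVD-CHO caspase inhibitor wells for full effect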
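Material: reconstituted apoptosome with Apaf-1, cytochrome c, caspase-9, procaspase-3, dATP. Technique: Rh110 fluorescence intensity. Buffer or medium: pH 7.5 Hepes buffer with CHAPS, BSA, DTT. Times: 30 min plus 50 min, RT.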
PfG6PD inh – PfG6PD enzyme inhibitors, primary screen, biochemical, fluorescence intensity, uHTS; hit rate 0.78% among 350,000; inhibition, % at 20 µM; glucose-6-phosphate dehydrogenase-6-phosphogluconolactonase (Plasmodium falciparum 3D7); PfGluPho enzyme, NADPH resazurin-diaphorase fluorescence;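 active = inhibition reaching at least a set limit at 20 µM in the primary screen, cut at about 59% in these data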;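 also: 0% = DMSO wells with substrate and 100% = DMSO wells lacking glucose-6-phosphate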
NALP3 yeast inh – NALP3 inflammasome inhibitors in reconstituted yeast, primary screen, luminescence, uHTS; Yeast reconstituted NLRP3/ASC/caspase-1, beta-gal luminescence, 24 h; inhibition, % at 10 µM; hit rate 0.39% among 330,000;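 active = inhibition of 50% or more; inactive = inhibition below 50%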;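 also: plate controls were induced DMSO wells for no effect and uninduced yeast grown without galactose for full effect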
SENP7 inh – SENP7 protease inhibitors, primary screen, biochemical, luminescence, uHTS | Sentrin-specific protease 7 (Homo sapiens), Q9BQF6 | recombinant SENP7, Z-RLRGG-aminoluciferin luminescence, 40 min | inhibition, % at 5 µM | hit rate 1.5% among 330,000 | AID 434973, 2010;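 active = inhibition above about 50% at the single test dose, limit read from the data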;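 also: plate controls were DMSO with enzyme for no effect and no enzyme buffer wells for full effect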
Target sequence (Q9BQF6 706-1050 limits assumed): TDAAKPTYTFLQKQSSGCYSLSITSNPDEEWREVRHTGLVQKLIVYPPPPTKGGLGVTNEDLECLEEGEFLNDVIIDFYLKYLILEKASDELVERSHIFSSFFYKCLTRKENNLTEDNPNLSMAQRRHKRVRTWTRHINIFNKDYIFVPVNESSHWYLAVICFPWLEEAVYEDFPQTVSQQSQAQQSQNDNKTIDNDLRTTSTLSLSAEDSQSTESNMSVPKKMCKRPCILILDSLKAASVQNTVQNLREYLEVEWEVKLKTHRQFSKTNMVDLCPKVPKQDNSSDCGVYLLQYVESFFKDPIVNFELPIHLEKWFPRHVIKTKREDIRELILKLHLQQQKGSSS
SENP8 block-1 – human SENP8 protease inhibitors, primary screen, biochemical, fluorescence, Nedd8 protein substrate, uHTS; inhibition, % at 20 µM; hit rate 0.64% among 360,000; AID 602440, 2012; recombinant SENP8; Sentrin-specific protease 8 (Homo sapiens), Q96LD8; in the data active = inhibition mostly above about 40%, no sharp cut-off; inactive = mostly below about 27%
Target sequence (Q96LD8 whole entry, looked up): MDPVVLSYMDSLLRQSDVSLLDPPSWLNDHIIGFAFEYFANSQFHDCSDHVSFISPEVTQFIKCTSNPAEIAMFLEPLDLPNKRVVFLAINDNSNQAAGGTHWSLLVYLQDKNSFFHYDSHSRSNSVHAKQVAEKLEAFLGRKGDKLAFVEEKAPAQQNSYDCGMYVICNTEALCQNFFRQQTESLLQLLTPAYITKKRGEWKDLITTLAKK
SENP8 block-2 – SENP8 protease inhibitors, primary screen, biochemical, luminescence; Sentrin-specific protease 8 (Homo sapiens), Q96LD8; purified SENP8, Z-RLRGG-aminoluciferin cleavage; hit rate 1.2% among 330,000; inhibition, % at 10 µM; AID 2540, 2010; in the data active = inhibition above about 50%
SENP1 inh – human SENP1 catalytic domain inhibitors, primary screen, biochemical, FRET, uHTS; Sentrin-specific protease 1 (Homo sapiens), Q9P0U3; recombinant SENP1 catalytic domain, CyPet-SUMO1-YPet FRET cleavage; inhibition, % at 10 µM; hit rate 0.21% among 360,000; AID 624204, 2012;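 active = inhibition at least 30% at 10 µM, raw YFP signal under a set limit, fluorescence ratio 0.5 to 1.5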;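 also: 0% = enzyme with DMSO and 100% = no enzyme wells; some results filed as inactive read as strong as hits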
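Test system: hSENP1 catalytic domain, recombinant; Amount: 20 pM final SENP1 enzyme; Medium: Tris pH 8 buffer plus EDTA, NaCl, BME, BSA, NP40, catalase; Schedule: 50 min enzyme reaction, room temperature, light-protected; Technique: FRET fluorescence in CFP and YFP emission channels; Controls: no-enzyme wells low, DMSO-plus-enzyme wells high control.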
HKDC1 inh – HKDC1 hexokinase inhibitors, primary screen, biochemical, fluorescence, uHTS; Q2TB90; recombinant HKDC1, G6PDH/diaphorase resazurin coupled fluorescence; inhibition, % at 20 µM; hit rate 0.16% among 340,000; AID 493160, 2011;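 active = inhibition above about 35% when tested at 20 µM, limit read from the data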;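 also: plate controls were DMSO wells with enzyme for no effect and DMSO wells lacking enzyme for full effect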
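Test system: recombinant HKDC1 (HK5) hexokinase enzyme, produced in-house; Amount: enzyme 5 µg/mL final; Buffer or medium: Tris pH 8.0 buffer with MgCl2, Tween-20, BSA, BME; Reagent: glucose and ATP substrates; Doses: 20 µM test compound, 1% DMSO; Incubation: 90 min reaction incubation at room temperature, dark; Detection: resorufin fluorescence at 613 nm.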
SENP6 block – SENP6 protease inhibitors, primary screen, biochemical, luminescence, uHTS; Sentrin-specific protease 6 (Homo sapiens), Q9GZR1; Recombinant SENP6 catalytic domain, aminoluciferin luminescence; inhibition, % at 10 µM; hit rate 1.8% among 330,000; AID 2599, 2010;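 active = inhibition above about 50% at the single tested dose, limit read from the data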;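 also: plate controls were DMSO wells with enzyme for no effect and DMSO wells lacking enzyme for full effect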
Target sequence (Q9GZR1 628-1112 limits assumed): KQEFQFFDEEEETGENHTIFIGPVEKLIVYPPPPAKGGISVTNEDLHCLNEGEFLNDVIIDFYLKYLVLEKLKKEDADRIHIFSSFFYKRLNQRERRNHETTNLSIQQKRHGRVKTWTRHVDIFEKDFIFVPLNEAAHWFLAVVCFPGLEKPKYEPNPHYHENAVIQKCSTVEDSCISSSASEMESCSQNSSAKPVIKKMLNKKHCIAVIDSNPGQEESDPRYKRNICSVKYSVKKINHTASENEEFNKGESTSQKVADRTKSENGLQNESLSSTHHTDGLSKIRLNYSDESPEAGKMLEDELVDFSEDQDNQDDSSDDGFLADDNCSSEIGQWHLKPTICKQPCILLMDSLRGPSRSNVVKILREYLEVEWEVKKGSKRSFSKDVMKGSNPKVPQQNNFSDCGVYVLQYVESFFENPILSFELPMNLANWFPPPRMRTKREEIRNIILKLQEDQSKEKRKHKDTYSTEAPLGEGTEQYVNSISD
Numbers without * were called inactive; . = no result given.

SMILES	Apaf-1 inh	PfG6PD inh	NALP3 yeast inh	SENP7 inh	SENP8 block-1	SENP8 block-2	SENP1 inh	HKDC1 inh	SENP6 block
COc1cccc(-n2c(/C=C/c3ccc(O)c(O)c3)nc3ccccc3c2=O)c1	5	64*	31	-1	-428	0	-25	-8	-13
CCN(CC)CCC(=O)O[C@H]1CC[C@]2(C)C3CC[C@@]4(C)C(CC[C@]4(C)O)C3CC[C@H]2C1 (stereo partly drawn)	18	9	35	10	22	3	3	-5	1
O=C(O)C1C2CCC(O2)C1C(=O)Nc1cccc(Br)c1 (stereo not drawn)	-19	9	11	-1	5	1	3	-4	-6
O=C(NCc1ccccc1)c1cccn(Cc2cccc(Cl)c2)c1=O	21	9	17	5	-245	3	1	-3	-11
O=C(c1cc2cc(Br)ccc2[nH]1)N1CCC2(CC1)OCCO2	1	-9	20	8	12	-11	-3	4	-21
C[C@](N)(CCP(=O)(O)O)C(=O)O	-13	-10	3	5	0	0	0	-5	-3
CC(C)NC(=O)Cn1cc(C(=O)c2ccccc2F)c2ccccc21	-1	0	1	7	2	0	2	0	-2
CN1CCN(/N=C/c2c[nH]c3ccccc23)CC1	7	10	30	-1	0	-3	-1	1	-17
COC(=O)N(c1ccccc1)P(=O)(Oc1ccccc1)Oc1ccccc1	4	1	12	-10	10	-9	1	-1	-14
CCCNc1oc(-c2cccc3ccccc23)nc1C#N	4	-6	14	-4	-284	-7	-26	-8	-32
O=C1NC(=O)N(Cc2cccs2)C(=O)/C1=C/c1ccc(N2CCOCC2)cc1	-1	22	10	10	9	0	4	8	4
CCOc1ccc2nc(N=Nc3c(O)[nH]c(=S)[nH]c3=O)sc2c1	28	3	35	6	40*	6	-4	2	13
Cc1cccc(C)c1NC(=O)CN(C)CC(=O)Nc1ccc(C#N)c(Cl)c1	8	-4	15	1	19	-2	0	0	-13
c1ccc(Nc2ccc3ccccc3c2)cc1	.	38	.	.	-179	.	1	12	.
CC(=O)Nc1cc(C(=O)N2CCC3(CC2)OCCO3)ccc1Sc1ccc(F)cc1	-20	-8	0	-6	11	6	-1	-5	-15
C=CCn1c(O)c(C(C)=NCCCO)c(=O)[nH]c1=O	0	-3	4	7	17	4	-2	-7	20
COc1ccc(C(=O)CN2CCCCC2)cc1	-9	-9	17	1	15	-5	-3	-3	-9
Cc1ccc(-n2c(C)nc3cc(Cl)ccc3c2=O)nc1	5	-13	10	4	14	-13	-4	-1	-8
C=CCn1c(O)c(/C(C)=N/NC(=S)Nc2ccccc2)c(=O)[nH]c1=O	-16	17	11	0	-161	-3	-11	-1	6
Nc1ccc(N=Nc2ccccc2)cc1	8	8	32	32	26	23	2	-6	35

In the list so far, these have bromine.
SMILES	Apaf-1 inh	PfG6PD inh	NALP3 yeast inh	SENP7 inh	SENP8 block-1	SENP8 block-2	SENP1 inh	HKDC1 inh	SENP6 block
O=C(O)C1C2CCC(O2)C1C(=O)Nc1cccc(Br)c1 (stereo not drawn)	-19	9	11	-1	5	1	3	-4	-6
O=C(c1cc2cc(Br)ccc2[nH]1)N1CCC2(CC1)OCCO2	1	-9	20	8	12	-11	-3	4	-21

Going on with the list:
SMILES	Apaf-1 inh	PfG6PD inh	NALP3 yeast inh	SENP7 inh	SENP8 block-1	SENP8 block-2	SENP1 inh	HKDC1 inh	SENP6 block
O=C1CN=C(c2cc([N+](=O)[O-])ccc2Cl)c2cc([N+](=O)[O-])ccc2N1	-9	-2	1	-9	17	-5	3	3	-6
CC(C)[C@H]1CC2C3CC=C4C[C@@H](O)CC[C@]4(C)C3CC[C@]2(C)[C@H]1O (stereo partly drawn)	8	2	53*	3	21	8	2	-6	-8
CC(=O)OC1C(O)C(C)OC(OC2C(OC(=O)C3CCC4C(C3)OC3(CC(OC(=O)/C=C/c5ccccc5)C(C)CO3)C43CO3)OC(C)C(O)C2OC(C)=O)C1O (stereo not drawn)	.	24	.	.	12	.	1	-6	.
COC(=O)C1=C(c2ccccc2)C[C@@H]2CC[C@H]1N2C(=O)NCc1cccc2ccccc12	22	1	19	14	12	-13	0	-4	-16
C[C@]12CCC3C(CC[C@H]4C[C@H](O)CC[C@]34C)C1CC(=O)[C@@H]2O (stereo partly drawn)	-1	-5	49	-1	12	3	1	-1	1
COc1ccccc1-n1c(-c2ccccc2)nc2ccccc2c1=O	-3	-10	-11	9	1	-6	1	4	-6
CC1CC2C(C(O)CC3(C)C(O)CCC23)C2(C)CCC(=O)C=C12 (stereo not drawn)	.	15	.	.	-1	.	3	-8	.
CC(C)Oc1cccc(C(=O)C2CCCN(C3CCOCC3)C2)c1 (stereo not drawn)	7	-5	13	-10	-17	-10	-2	-8	-1
COc1ccccc1N1CCN(Cc2cnc(-c3ccccc3)[nH]2)CC1	2	-7	10	4	6	-8	0	-4	-9
CCC(=NCCc1ccccc1)c1c(O)[nH]c(=O)[nH]c1=O	0	6	3	8	14	7	1	-8	11
CC(=O)OC1N=C(c2ccccc2)c2cc(Br)ccc2NC1=O (stereo not drawn)	1	-5	-18	3	16	2	1	1	-8
Nc1ccccc1-[n+]1c(-c2ccccc2)cc(-c2ccccc2)cc1-c1ccccc1	-7	8	29	9	11	2	-1	-5	-3
C/C(O)=C(\C#N)C(=O)Nc1cc(Br)ccc1Br	1	-23	14	1	8	-4	3	4	0
CC1(C)C2([N+](=O)[O-])CNCC1([N+](=O)[O-])CNC2	-3	-11	21	4	24	9	-1	2	1
Oc1ccccc1C1NCc2ccccc2-n2cccc21 (stereo not drawn)	2	5	20	-4	11	-1	1	-2	9
COc1ccccc1NP1(=O)OCC(C)([N+](=O)[O-])CO1 (stereo not drawn)	.	-5	.	.	11	.	-2	-3	.
CCC1CN1P1(=O)OCC(C)([N+](=O)[O-])CO1 (stereo not drawn)	.	-14	.	.	15	.	-1	-1	.
CSc1ncc(Cl)c(C(=O)O)n1	-7	-17	10	-1	16	-5	0	-14	0
C[C@]12CCCCC1=CC(=O)C1C2CC[C@@]2(C)C1C[C@@H](F)[C@@H]2O (stereo partly drawn)	.	-7	.	.	-1	.	1	-1	.
COc1ccccc1N=Nc1c(O)[nH]c(=S)[nH]c1=O	6	-22	32	3	49*	-7	49*	4	-27
Clc1ccc(C[n+]2c(-c3ccccc3)cc(-c3ccccc3)cc2-c2ccccc2)cc1	52*	0	16	2	-488	3	1	-5	-2
O=CC(Cl)P(=O)(N1CCOCC1)N1CCOCC1 (stereo not drawn)	1	-1	-9	-5	25	-6	0	-3	-41
COc1ccccc1CN1CCCC(C(=O)c2ccccc2OC)C1 (stereo not drawn)	1	-12	14	-5	-7	0	0	-3	-13
Cn1c(O)c(C=NC2CCN(Cc3ccccc3)CC2)c(=O)n(C)c1=O	3	-3	16	4	15	-10	1	-6	5
Cc1cc(OCC(=O)N[C@@H](Cc2ccccc2)C(=O)O)c2c3c(c(=O)oc2c1)CCC3	2	-20	-6	-19	-216	-3	-1	6	-12
CCCC(=O)NC(Oc1ccc(Cl)cc1Cl)C(Cl)(Cl)Cl (stereo not drawn)	-10	2	14	5	13	4	1	-3	-30
CCOc1ccc(-n2c(O)c(C=Nc3ccc(NC(C)=O)cc3)c(=O)[nH]c2=O)cc1	-5	9	13	-2	-171	5	-3	1	-11
CC(C)OC(=O)c1c(N)n(Cc2ccco2)c2nc3ccccc3nc12	4	15	19	19	-439	-3	-62	-2	-3
CC(C)(C)P(=O)(N1CCOCC1)N1CCOCC1	-16	0	10	-4	9	-2	1	-2	-2
NCCc1ccccc1	-11	2	19	4	27	7	4	-7	8
CC12CCC3C(CCC4CC(=O)CCC43C)C1CC(=NO)C2=O (stereo not drawn)	.	-5	.	.	22	.	-2	4	.
CC(=O)C1C2c3ccccc3OC1(C)N=c1s/c(=C/c3cnn(C)c3)c(=O)n12 (stereo not drawn)	-6	-22	-3	0	18	6	3	-11	5
CCCN(CCC)[C@@H]1CCc2cccc(O)c2C1	-7	7	11	-5	-3	-1	-1	-2	-16
C=CCn1c(O)c(C=Nc2ccc(F)cc2)c(=O)[nH]c1=O	-1	-3	-3	-6	-1	13	2	-5	22
CCc1ccc(NC(=O)C(C)OC(=O)c2c(C)nn(Cc3ccccc3)c2Cl)cc1 (stereo not drawn)	5	6	9	-5	2	5	0	-5	-8
Cc1nn(Cc2ccccc2)c(C)c1C(=O)OCC(=O)Nc1cc(S(C)(=O)=O)ccc1Cl	5	-22	-1	-2	-12	2	2	-2	11
O=C(Nc1nccs1)c1c(O)c2c(n(Cc3ccco3)c1=O)CCCC2	17	-21	17	-15	-52	-7	-6	4	-2
CCOC(=O)C1=C(C)c2ccccc2OC1(C(=O)OCC)c1ccccc1 (stereo not drawn)	29	23	.	6	9	.	-1	4	.
CCN(CC)C1=NC(=[N+](CC)CC)c2ccccc21	1	-12	2	9	-59	1	-15	-1	-2
CC(C)N1CCN(Cc2cc3c(cc2Cl)OCO3)CC1CCO (stereo not drawn)	3	7	1	0	17	-8	3	0	-13

Looked up above:
SENP7 inh result of CC(C)N1CCN(Cc2cc3c(cc2Cl)OCO3)CC1CCO (stereo not drawn) : 0
SENP1 inh result of CC(C)(C)P(=O)(N1CCOCC1)N1CCOCC1 : 1
SENP6 block result of CCOc1ccc(-n2c(O)c(C=Nc3ccc(NC(C)=O)cc3)c(=O)[nH]c2=O)cc1 : -11

(further entries)
SMILES	Apaf-1 inh	PfG6PD inh	NALP3 yeast inh	SENP7 inh	SENP8 block-1	SENP8 block-2	SENP1 inh	HKDC1 inh	SENP6 block
COC(=O)C1=C(c2ccc(OC)c(OC)c2)C[C@@H]2CC[C@H]1N2C(=O)NCc1ccco1	-4	14	20	-2	0	2	1	-8	-8
CC(=O)Nc1ccc(C(c2c(O)c3ccccc3oc2=O)c2c(C)n(C)n(-c3ccccc3)c2=O)cc1 (stereo not drawn)	-4	-23	-14	0	-52	-6	0	3	-5
CCN1CCN(Cc2cc(Br)ccc2O)CC1	-3	3	-1	9	-13	0	2	1	-4
Cc1c(C(c2ccc(Br)cc2)c2c(O)c3ccccc3oc2=O)c(=O)n(-c2ccccc2)n1C (stereo not drawn)	3	14	-2	7	15	0	2	3	9
C=CCn1c(O)c(C(CC)=NCCc2ccccc2)c(=O)[nH]c1=O	12	-7	-7	1	9	-5	0	-1	-4
Cc1cc(C(=O)OCC(=O)Nc2ccc(F)cc2F)c(C)n1C1CC1	4	-12	34	8	13	-6	2	-1	-4
CC(C)C12CN3CCN(CC(C3)/C1=N\O)C2	9	7	3	2	5	-5	1	-11	6

Not all compounds are listed (hit frequency here may not be typical).
